FAS-TE inh: FAS thioesterase domain inhibitors, primary screen, biochemical, fluorescence intensity, uHTS; Fatty acid synthase (Homo sapiens), P49327; recombinant FAS-TE, OMFH fluorogenic substrate, fluorescence endpoint; inhibition, % at 15 µM; 0.67% of 360,000 active;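 active = compounds whose normalised, plate-corrected inhibition of enzyme fluorescence in the single-dose primary screen is 50% or more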;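 note: 0% = DMSO with enzyme and 100% = substrate without enzyme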
bovine MsrA act: bovine MsrA enzyme activators, primary screen, biochemical, absorbance, HTS | Methionine sulfoxide reductase A (Bos taurus) | purified bovine MsrA, absorbance read-out | activation, % at 10.6 µM | 0.3% of 360,000 active | AID 602163, 2012; in the data active = activation above about 7.5%;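 note: 0% = vehicle and 100% = reference activator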
Neddyl block: inhibitors of cullin neddylation, primary screen, biochemical, TR-FRET, uHTS, NAE and Ubc12; NEDD8-conjugating enzyme Ubc12 (Homo sapiens) + NEDD8-activating enzyme E1 regulatory …; calls only at 25 µM; 0.58% of 360,000 active; AID 651699, 2012; in the data active = inhibition above about 36%
eLon inh: inhibitors of E. coli Lon protease, primary screen, biochemical, fluorescence polarization; P0A9M0; purified E. coli Lon protease; 0.42% of 360,000 active; inhibition, % at 7.94 µM; AID 602123, 2011; in the data active = inhibition above about 13%, passing the limit was not always enough;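 note: 0% = enzyme with probe and DMSO and 100% = no enzyme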
Target sequence (P0A9M0 whole entry, looked up): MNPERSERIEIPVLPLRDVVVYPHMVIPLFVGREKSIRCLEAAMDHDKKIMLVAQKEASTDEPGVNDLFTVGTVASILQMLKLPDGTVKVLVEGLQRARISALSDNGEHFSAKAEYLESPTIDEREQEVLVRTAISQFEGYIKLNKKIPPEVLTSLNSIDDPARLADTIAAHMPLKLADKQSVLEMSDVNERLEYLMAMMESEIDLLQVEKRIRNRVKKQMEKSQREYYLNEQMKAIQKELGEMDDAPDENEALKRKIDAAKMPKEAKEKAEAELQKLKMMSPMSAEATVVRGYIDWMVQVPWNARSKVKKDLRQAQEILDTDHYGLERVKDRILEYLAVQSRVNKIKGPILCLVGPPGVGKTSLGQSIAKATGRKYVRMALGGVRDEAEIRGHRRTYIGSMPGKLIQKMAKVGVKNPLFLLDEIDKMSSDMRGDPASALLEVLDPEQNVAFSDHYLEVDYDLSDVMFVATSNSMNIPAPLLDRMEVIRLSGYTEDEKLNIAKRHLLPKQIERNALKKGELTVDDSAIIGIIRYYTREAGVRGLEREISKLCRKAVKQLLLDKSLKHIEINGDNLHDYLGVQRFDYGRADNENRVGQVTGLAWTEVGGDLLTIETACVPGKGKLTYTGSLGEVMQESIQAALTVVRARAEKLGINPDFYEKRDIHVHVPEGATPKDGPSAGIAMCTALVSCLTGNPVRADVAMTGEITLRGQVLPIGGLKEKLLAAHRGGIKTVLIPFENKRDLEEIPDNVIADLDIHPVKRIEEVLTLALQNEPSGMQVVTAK
SKN-1 block: suppressors of acrylamide-induced Pgst-4::GFP reporter in worms, primary screen, SKN-1 inhibitor project, whole organism, uHTS, GFP/RFP fluorescence ratio, strain VP596. C. elegans VP596 Pgst-4::GFP/RFP ratio, 24 h. 0.49% of 360,000 active. inhibition, % at 21.8 µM. AID 624304, 2012;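 active = interference check ratio from 0.5 to 1.5 plus GFP to RFP signal ratio inhibition reaching or exceeding a fixed threshold, cut at about 30% in these data, passing the limit was not always enough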; note: some compounds called inactive have numbers as strong as hits
MLLE-PAM2 inh: inhibitors of PABP1 MLLE–PAM2 peptide binding, primary screen, biochemical, fluorescence polarization, FITC-PAM2, GST-MLLE; Polyadenylate-binding protein 1 (Homo sapiens), P11940; inhibition, % at 20 µM; 0.36% of 360,000 active; AID 588489, 2011; in the data active = inhibition above about 35%, passing the limit was not always enough;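 note: plate controls were DMSO wells with GST-MLLE for no effect and wells lacking GST-MLLE protein for full effect; some results filed as inactive read as strong as hits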
MT1-MMP act inh: blockers of MT1-MMP proenzyme processing, primary screen, HT1080 RFP-PRO-GFP cells, GFP/RFP fluorescence; 0.061% of 360,000 active; GFP/RFP ratio fluorescence, overnight; percent of plate control window, DMSO zero; GFP/RFP ratio change, % at 20 µM;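 active = GFP/RFP ratio change of at least 30% with cell ATP level not reduced by more than half and red fluorescence within 50% of control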; note: strong numbers were not always called active
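Assay system: HT1080 RFP-PRO-GFP cells. Benchmarks: DMSO vehicle wells and RFP-L50D-GFP reporter cell wells. Times: overnight cell settling, then overnight compound exposure, 37 °C, 5% CO2. Compound: 20 µM single dose, 1% DMSO. Read-out basis: GFP/RFP fluorescence ratio.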
Rin1 Abl inh: inhibitors of Rin1-Abl protein binding, primary screen, biochemical, TR-FRET. AID 588664, 2011. Tyrosine-protein kinase ABL1 (Homo sapiens) + Ras and Rab interactor 1 (Homo sapiens), …. 0.4% of 360,000 active. inhibition, % at 7.35 µM; in the data active = inhibition above about 5%, passing the limit was not always enough
NRP1-CendR mod: modulators of CendR peptide binding to NRP-1, primary screen, biochemical, fluorescence polarization, uHTS; Neuropilin-1 (Homo sapiens), O14786; FAM-RPARPAR peptide binding to NRP-1; inhibition, % at 25 µM; 0.85% of 360,000 active; AID 602438, 2012;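 active = inhibition or corrected inhibition above about 18%, plus a signal ratio from 0.5 to 1.5, limit read from the data, passing the limit was not always enough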; note: strong numbers were not always called active
* = called active by the depositor; i = inactive; . = no result given.

SMILES	FAS-TE inh	bovine MsrA act	Neddyl block	eLon inh	SKN-1 block	MLLE-PAM2 inh	MT1-MMP act inh	Rin1 Abl inh	NRP1-CendR mod
Fc1ccc(OCc2nc(-c3ccncc3)n[nH]2)cc1	-5	-4	i	-4	-11	-18	3	4	-1
O=Cc1ccc(-c2ccc(C(=O)O)cc2)o1	0	-11	i	-10	-6	-7	-2	-3	-9
Cc1ccc(C(=O)N2CCOCC2)cc1S(=O)(=O)Nc1cccc(C)c1C	-6	-2	i	-9	1	8	-1	-3	-5
C/C(Cc1ccccc1)=N\NC(=O)CNC(=O)c1ccccc1	-9	-4	i	-10	2	2	2	0	5
CC(C)(C)C1CCc2c(sc(NC(=O)c3ccco3)c2C(N)=O)C1 (centres undefined)	12	-1	i	-6	3	4	2	-1	4
CN(C)S(=O)(=O)c1cc(NC2CC(=O)N(c3ccc(F)cc3)C2=O)ccc1Cl (centres undefined)	2	-3	i	-5	-2	9	1	3	5
COCCNC(=O)CN(C(=O)c1ccc(N2CCCC2)nc1)c1ccc(F)c(Cl)c1	-1	-5	i	1	14	17	4	2	4
Cc1cc(C(=O)CSc2nnc(C3COc4ccccc4O3)n2C)c(C)n1-c1ccc(F)cc1 (centres undefined)	17	-4	i	-5	48*	-40	-3	1	-19
C=CC[C@H](CC(=O)N(CCO)Cc1ccccc1)C(=O)N[C@@H](C)COC(=O)[C@@H](CC=C)Cc1ccc(F)cc1	-2	0	i	7	-12	-8	5	1	12
C=CCNC(=S)N/N=C1\CCS(=O)(=O)c2ccccc21	-4	0	i	-10	12	16	2	-2	-4
Cc1ccc(Cl)c(OCC(=O)NN2CCN(C)CC2)c1	-6	-2	i	-8	-10	0	4	-5	1
Cc1ccc(NC(=O)CCCn2c(=O)[nH]c3ccsc3c2=O)cc1	-5	-2	i	6	2	-3	1	3	4
COc1ccc(S(=O)(=O)N(C)CC(=O)NC2CCCCC2)cc1Cl	-3	-13	i	-6	98	-3	0	1	-16
Cc1cc(=O)n2c(C(=O)Nc3ccc(C)c(C)c3)c(C(=O)Nc3ccccc3)sc2n1	-9	-2	i	-5	4	-7	-2	1	-16
CCOc1ccc(NC(=O)CCn2c(=O)[nH]c3ccsc3c2=O)cc1	-8	-4	i	-3	-28	-1	1	2	2
Cc1cc(OCC(=O)Nc2cccnc2)c2c(C)c(C)c(=O)oc2c1	-5	-5	.	6	1	-2	2	-4	-2
C(=NOCCc1ccccc1)c1cccnc1	-5	-10	i	-8	16	8	-5	-5	1
CCc1nc2ccccc2c(C(=O)OCc2nnc(-c3ccccc3)o2)c1C	21	-10	i	-5	11	3	-7	2	6
O=c1[nH]c(-c2ccccc2)nc(CN2CCCCC2)c1O	-3	-9	i	-10	-2	9	3	3	8
Cc1nn(C)c(C)c1N=Cc1c(O)ccc2ccccc12	-7	-13	i	0	4	-19	5	-5	-17
O=C(Nc1ccc(S(=O)(=O)Nc2ccc(Cl)cc2)cc1)C1CCCO1 (centres undefined)	-1	-2	i	-8	5	9	2	0	1
O=C(CSc1nnc(CNC(=O)c2ccccc2F)o1)Nc1cccc(C(F)(F)F)c1	2	-7	i	3	-3	-13	4	6	4
COc1ccc(CNC(=O)C(C)OC(=O)c2cccn2C)cc1 (centres undefined)	-3	-1	i	-4	28	-59	0	0	-1
NS(=O)(=O)c1ccc(N2CCN(CCOc3ccc(Cl)cc3)CC2)nc1	4	-3	i	-4	-3	13	-3	0	3
COc1ccc(S(=O)(=O)NC(=O)C2(C)CCN2C(=O)Cc2cc(C)cc(C)c2)cc1 (centres undefined)	-4	-2	i	-12	-7	16	3	0	-2

Whole records, quoted from the list:
Cc1nn(C)c(C)c1N=Cc1c(O)ccc2ccccc12 as listed: FAS-TE inh: -7; bovine MsrA act: -13; Neddyl block: i; eLon inh: 0; SKN-1 block: 4; MLLE-PAM2 inh: -19; MT1-MMP act inh: 5; Rin1 Abl inh: -5; NRP1-CendR mod: -17
C(=NOCCc1ccccc1)c1cccnc1 as listed: FAS-TE inh: -5; bovine MsrA act: -10; Neddyl block: i; eLon inh: -8; SKN-1 block: 16; MLLE-PAM2 inh: 8; MT1-MMP act inh: -5; Rin1 Abl inh: -5; NRP1-CendR mod: 1

6 of the compounds above, bar-delimited.
SMILES | FAS-TE inh | bovine MsrA act | Neddyl block | eLon inh | SKN-1 block | MLLE-PAM2 inh | MT1-MMP act inh | Rin1 Abl inh | NRP1-CendR mod
Cc1cc(C(=O)CSc2nnc(C3COc4ccccc4O3)n2C)c(C)n1-c1ccc(F)cc1 (centres undefined) | 17 | -4 | i | -5 | 48* | -40 | -3 | 1 | -19
C(=NOCCc1ccccc1)c1cccnc1 | -5 | -10 | i | -8 | 16 | 8 | -5 | -5 | 1
CCc1nc2ccccc2c(C(=O)OCc2nnc(-c3ccccc3)o2)c1C | 21 | -10 | i | -5 | 11 | 3 | -7 | 2 | 6
Cc1ccc(Cl)c(OCC(=O)NN2CCN(C)CC2)c1 | -6 | -2 | i | -8 | -10 | 0 | 4 | -5 | 1
Cc1nn(C)c(C)c1N=Cc1c(O)ccc2ccccc12 | -7 | -13 | i | 0 | 4 | -19 | 5 | -5 | -17
C/C(Cc1ccccc1)=N\NC(=O)CNC(=O)c1ccccc1 | -9 | -4 | i | -10 | 2 | 2 | 2 | 0 | 5

The listing continues.
SMILES	FAS-TE inh	bovine MsrA act	Neddyl block	eLon inh	SKN-1 block	MLLE-PAM2 inh	MT1-MMP act inh	Rin1 Abl inh	NRP1-CendR mod
COc1ccc(CNC(=O)COC(=O)c2nc3nc(C)cc(C)n3n2)cc1	-5	-3	i	-4	-11	1	-2	8	0
O=C(CSc1ncnc2c1oc1ccccc12)Nc1nccs1	-1	-1	i	-5	5	-36	2	-64	-9
CCC(=O)N1CCN(c2ccc(NC(=O)c3cc4ccccc4o3)cc2Cl)CC1	8	-8	i	0	31*	0	-15	-1	1
COCCOC(=O)c1c(C)oc2ccc(NS(=O)(=O)c3ccc(C(=O)O)cc3)cc12	-3	3	i	6	21	0	2	2	-2
O=C(OCCCN=C1NS(=O)(=O)c2ccccc21)c1ccc([N+](=O)[O-])cc1	0	-5	i	4	7	-4	-3	-3	7
Cc1ccc(Cl)c(NC(=O)COC(=O)c2cc[n+]([O-])cc2)c1Cl	-4	-14	i	0	4	-4	-5	-3	4
COc1ccc(NC(=O)c2sc3nc(-c4cccnc4)ccc3c2N)cc1	-12	-2	i	4	-9	86	-23	2	12
O=C(CSc1nnc(SCc2ccccc2)s1)N/N=C/C=C/c1ccccc1[N+](=O)[O-]	19	-1	i	-1	0	-42	0	2	1
Cc1nc2cc(NC(=O)NCc3ccccc3)ccc2o1	-7	0	i	11	-7	-7	-3	-4	-7
Cc1ccc(-c2nc(P(=O)(c3ccccc3)c3ccccc3)c(N3CCOCC3)o2)cc1	5	6	i	3	-2	3	-4	4	11
CCOC(=O)N1CCN(C(=O)CCc2nc3sc4c(c3c(=O)[nH]2)CCCC4)CC1	0	-8	i	3	-10	13	-7	0	11
COc1cccc(CC(=O)Nc2ccc(S(=O)(=O)N3CCCCC3)cc2)c1	10	-5	i	-2	-6	-1	3	8.9*	15
S=C(c1ccco1)N1CCOCC1	-4	-1	i	11	13	10	0	2	-1
Cc1onc(-c2ccccc2Cl)c1C(=O)N1CCN(c2nc3ccccc3s2)CC1	12	-7	i	-2	10	-14	-4	1	11
CCNC(=S)N1CCCCC1CO (centres undefined)	-4	-3	i	-7	10	22	-7	-1	-5
O=C(c1ccc(F)cc1)N1C2CCC1CC(O)(c1ccccc1F)C2 (centres undefined)	-1	-3	i	-10	-1	4	-2	-4	10
CCN1C(=O)[C@H]2[C@@H](c3ccc(C)cc3)N[C@]3(CCCN(Cc4ccco4)C3=O)[C@H]2C1=O	-7	-2	i	-1	12	-7	-3	-2	-18
O=C(N/N=C/c1cccc([N+](=O)[O-])c1)C(=O)N1CCCCCC1	5	-4	i	-6	-7	4	3	-1	6
CCCCCCCCCCCC(=O)N/N=C/c1ccco1	4	-4	i	-13	-13	-1	0	-5	1
COc1cccc(C(=O)N2CCC(C(=O)N3CCN(C)CC3)CC2)c1	-4	0	i	2	26	1	-10	1	3
Cc1csc(=O)n1CCC(=O)OCC(=O)Nc1cccc(C#N)c1	-3	-2	i	4	5	7	5	-4	2
COc1ccccc1CC(=O)Nc1ccc(-c2noc(COc3cccc(C)c3C)n2)cc1	20	-1	i	-3	-2	3	4	-2	0
O=[N+]([O-])c1ccc2nc(C(O)C(O)c3nc4ccc([N+](=O)[O-])cc4[nH]3)[nH]c2c1 (centres undefined)	19	-4	i	3	12	-10	1	-2	12
COCC(=O)Nc1ccc(S(=O)(=O)Nc2onc(C)c2C)cc1	-1	-2	i	62*	-3	8	3	-4	3
COc1ccc(NC(=O)CC2C(=O)N(c3ccc(OC)cc3)C(=O)N2CCc2cccs2)cc1 (centres undefined)	3	-2	i	5	14	1	-2	1	2

An excerpt of these results, with two lines to a compound.
Results follow in this order: FAS-TE inh | bovine MsrA act | Neddyl block | eLon inh | SKN-1 block | MLLE-PAM2 inh | MT1-MMP act inh | Rin1 Abl inh | NRP1-CendR mod
Cc1csc(=O)n1CCC(=O)OCC(=O)Nc1cccc(C#N)c1
    -3 | -2 | i | 4 | 5 | 7 | 5 | -4 | 2
COCCOC(=O)c1c(C)oc2ccc(NS(=O)(=O)c3ccc(C(=O)O)cc3)cc12
    -3 | 3 | i | 6 | 21 | 0 | 2 | 2 | -2
COc1ccc(CNC(=O)COC(=O)c2nc3nc(C)cc(C)n3n2)cc1
    -5 | -3 | i | -4 | -11 | 1 | -2 | 8 | 0
Cc1ccc(-c2nc(P(=O)(c3ccccc3)c3ccccc3)c(N3CCOCC3)o2)cc1
    5 | 6 | i | 3 | -2 | 3 | -4 | 4 | 11

(continued)
SMILES	FAS-TE inh	bovine MsrA act	Neddyl block	eLon inh	SKN-1 block	MLLE-PAM2 inh	MT1-MMP act inh	Rin1 Abl inh	NRP1-CendR mod
CNc1nc(N)c([N+](=O)[O-])c(NC2CCCCC2)n1	1	-1	i	0	14	10	-4	3	0
O=C(c1ccc(Cl)cc1)N(Cc1ccc(Br)cc1)N1C(=O)CCC1=O	14	-2	i	-10	1	4	4	4	-10
Cc1ccc2oc(C(=O)Nc3ccc(S(=O)(=O)Nc4onc(C)c4C)cc3)c(C)c2c1	-1	-3	i	-1	12	5	0	-3	-11
CCC(=O)N1CCN(c2ccccc2NC(=O)c2ccc(-c3cccc([N+](=O)[O-])c3)o2)CC1	51*	-5	i	-1	0	-2	-9	-1	-2
O=C(Nc1ccc2nccnc2c1)c1ccco1	-5	-1	.	1	7	-7	1	-3	-9
O=C(CCN1C(=O)C2C3C=CC(C3)C2C1=O)N1CCN(c2ccc(F)cc2)CC1 (centres undefined)	-6	-4	i	5	10	14	-2	-1	-8
Cc1nn(-c2ccccc2)c(C)c1-c1nnc(-c2c(C)nn(-c3ccccc3)c2C)o1	23	-10	i	-3	-4	7	5	-1	-16
CN(C1=NC(=O)CS1)c1ccc(O)cc1	-5	-3	i	5	-12	8	-5	1	9
CC1(C)CC(=O)C=C(c2ccccc2-c2ccc(S(C)(=O)=O)cc2)C1=O	-3	-1	i	-2	-1	-6	2	-3	2

Assay outcomes as filed in PubChem BioAssay.
